hERG protect: shields human hERG channel from block by proarrhythmic agents | Q12809 | CHO-hERG, FluxOR thallium flux, dofetilide IC70 present | activation (rescue from dofetilide block), less the hit threshold, % at 10 µM | 310,000 tested, 0.51% active | AID 1511;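 active means activation above the mean of controls blocked by dofetilide plus 5 SD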;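 further: thallium influx through hERG after potassium depolarization seen as dye fluorescence rise; in these data hits start at about 4.7%; inactives centre near -7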
KCNK9 inh: human KCNK9 channel inhibition | Q9NPC2 | HEK293 KCNK9, FluxOR thallium flux fluorescence; active compounds read low | B-score at 10 µM | 310,000 tested, 1.2% active | AID 488922;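 active means ratio B-score over 3 SD below the library mean, with starting fluorescence within 5 SD of its mean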;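 further: negative B-score means less thallium flux so channel inhibition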
KCNQ1 block: human KCNQ1 channel inhibition. P51787. CHO-K1 KCNQ1, FluxOR thallium flux fluorescence; active compounds read high. B-score at 10 µM. 310,000 tested, 1.3% active. AID 2642;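 active means compounds whose thallium flux B-score, printed positive for inhibition, exceeds three library SD while starting fluorescence stays within three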;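 further: channel opened by potassium depolarization with thallium stimulus after 20 min compound exposure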
GSK3 alpha inh: blocks human GSK-3 alpha kinase. P49840. ADP-Glo luminescence, 60 min. inhibition, % at 10 µM. 320,000 tested, 0.1% active. AID 2650;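 in the data active means inhibition above about 50%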;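 further: GST-tagged GSK-3 alpha with peptide substrate and 25 µM ATP; 0% = DMSO neutral wells and 100% = GW8510 positive control wells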
Target sequence (P49840 whole entry, looked up): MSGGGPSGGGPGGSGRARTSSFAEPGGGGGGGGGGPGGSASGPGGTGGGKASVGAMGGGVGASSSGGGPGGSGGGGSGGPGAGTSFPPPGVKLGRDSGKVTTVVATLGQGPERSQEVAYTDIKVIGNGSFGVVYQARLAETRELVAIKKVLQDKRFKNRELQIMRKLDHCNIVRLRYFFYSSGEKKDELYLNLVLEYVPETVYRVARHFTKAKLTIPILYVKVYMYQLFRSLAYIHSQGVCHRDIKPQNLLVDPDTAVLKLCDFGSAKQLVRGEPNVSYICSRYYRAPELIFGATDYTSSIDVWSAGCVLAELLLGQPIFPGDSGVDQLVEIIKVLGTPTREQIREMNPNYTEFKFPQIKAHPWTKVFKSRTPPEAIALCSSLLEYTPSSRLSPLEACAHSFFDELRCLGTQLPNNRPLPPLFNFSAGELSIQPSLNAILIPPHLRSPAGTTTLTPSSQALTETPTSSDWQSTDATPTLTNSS
PolyA inh: yeast polyadenylation inhibition; calls only at 12 µM; S. cerevisiae SKY197-pL101 polyadenylation reporter, beta-gal luminescence; efflux-impaired pdr1/pdr3 knockout yeast; score 100 = 6 SD above DMSO; 300,000 tested, 0.02% active; AID 1875;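 active means lowest replicate activity score at least 50, where 100 means six control SD above control mean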;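 further: yeast exposed to compound for 9 h at 30 °C; higher score means more reporter readthrough which indicates perturbed polyadenylation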
RGS4 pot: potentiators or activators of RGS4; B-score at 10 µM; HEK293 M3R/inducible RGS4, carbachol calcium flux Fluo4; active compounds read low; 310,000 tested, 0.92% active; AID 463111;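 active means B-score of the integrated calcium signal more than 4 SD below the library mean, with starting fluorescence not abnormally high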;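 further: negative B-score means reduced calcium response which marks RGS4 activation or potentiation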
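Reagent: ECmax carbachol challenge; Test system: M3R-expressing HEK293 line, RGS4 induced by doxycycline; Schedule: overnight RGS4 induction, 30 min dye load 37 °C, 20 min compound RT; Detection: calcium dye Fluo4 fluorescence; Read-out: Agonist-evoked peak-minus-minimum fluorescence over baseline, integrated ratio, B score.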
KCNK3 inh: human KCNK3 channel inhibition, primary screen. O14649. CHO-KCNK3 thallium flux, FluxOR fluorescence; active compounds read low. B-score at 10 µM. 340,000 tested, 0.84% active;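 active means B-score under library mean minus 4 SD, starting fluorescence ratio at most library mean plus 5 SD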;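 further: more negative B-score means stronger inhibition of thallium flux through KCNK3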
Target sequence (O14649 whole entry, looked up): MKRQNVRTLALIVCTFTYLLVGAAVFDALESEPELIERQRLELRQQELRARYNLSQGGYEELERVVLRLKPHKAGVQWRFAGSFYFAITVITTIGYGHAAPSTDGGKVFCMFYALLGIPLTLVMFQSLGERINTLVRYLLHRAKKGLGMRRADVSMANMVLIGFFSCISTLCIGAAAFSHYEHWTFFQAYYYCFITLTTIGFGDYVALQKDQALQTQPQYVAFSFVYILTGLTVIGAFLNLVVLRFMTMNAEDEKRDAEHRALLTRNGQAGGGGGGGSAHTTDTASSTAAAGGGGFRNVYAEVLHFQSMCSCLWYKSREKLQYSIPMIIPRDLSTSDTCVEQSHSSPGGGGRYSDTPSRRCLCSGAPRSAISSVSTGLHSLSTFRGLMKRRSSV
GSK3B inh: blocks human GSK3beta kinase activity | P49841 | GST-GSK3beta kinase, ADP-Glo luminescence, 60 min; active compounds read low | activity score (negative = inhibition), % at 10 µM | 300,000 tested, 0.038% active | AID 2097;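 active means more than half of replicate wells score below -50%, meaning over 50% inhibition versus plate controls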;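 further: 0% = median DMSO wells and -100% = median GW8510 positive control wells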
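Test system – GST-tagged human GSK3beta kinase, cell-free · Incubation – 60 min enzyme reaction, room temperature · Signal – ADP-Glo luminescence · Also added – peptide substrate and ATP at 25 µM · Controls – DMSO neutral wells and GW8510 at 20 µM as positive · Buffer or medium – Tris/MgCl2 kinase buffer · Measure – Luminescence-derived activity versus plate DMSO and GW8510 wells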
KCNQ1 act: human KCNQ1 channel potentiation or activation; CHO-K1 KCNQ1, thallium flux FluxOR fluorescence; active compounds read high; B-score at 10 µM; 310,000 tested, 0.35% active; AID 2648;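 active means fluorescence ratio B-score, a plate-corrected score, at least three library SD, with initial intensity B-score within 5 SD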
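System: CHO-K1 cells stably expressing KCNQ1 / Medium: assay buffer for compound exposure, DMSO matched across wells / Reagent: thallium- and potassium-containing depolarizing buffer / Compound: one concentration, matched DMSO / Incubation: 20 min compound pretreatment at room temperature / Measured by: kinetic FluxOR fluorescence, 10 s baseline plus 110 s post-stimulus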
Dyrk1A ADPGlo: blocks rat Dyrk1A kinase activity; inhibition, % at 12.5 µM; ADP-Glo luminescence, NFATc1 peptide; Q63470; 310,000 tested, 0.43% active; in the data active means inhibition above about 50%;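 further: plate controls were vehicle with enzyme for no effect and no enzyme for full effect; many of its hits are not listed in these tables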
HDAC3 inhib: blocks human histone deacetylase 3 | 320,000 tested, 0.15% active | O15379 | AID 2718 | recombinant HDAC3, fluorogenic peptide/trypsin coupled, fluorescence | inhibition, % at 8.3 µM; in the data active means inhibition above about 26%, passing the limit was not always enough
* marks the source's active call; other numbers are inactive results. A portion of the library; rates above refer to the full screens.

COc1ccc(CC(=O)NC2CCN(Cc3nnnn3C(C)(C)C)CC2)cc1OC was read as hERG protect -3, KCNK9 inh inactive, KCNQ1 block inactive, GSK3 alpha inh -1, PolyA inh inactive, RGS4 pot inactive, KCNK3 inh inactive, GSK3B inh -4, KCNQ1 act inactive, Dyrk1A ADPGlo -3 and HDAC3 inhib 4.
For Cc1cn2c(N)c(/C=C3\C=Nc4ccccc43)c(=O)nc2s1 the results were hERG protect 0, KCNK9 inh inactive, KCNQ1 block inactive, GSK3 alpha inh 0, PolyA inh inactive, RGS4 pot inactive, KCNK3 inh inactive, GSK3B inh -2, KCNQ1 act inactive and HDAC3 inhib -4.
Screening COC(=O)c1ccc[n+](CC(=O)c2ccc(Br)cc2)c1 returned hERG protect -14, KCNK9 inh inactive, KCNQ1 block inactive, GSK3 alpha inh 0, PolyA inh inactive, RGS4 pot inactive, KCNK3 inh inactive, GSK3B inh 0, KCNQ1 act inactive, Dyrk1A ADPGlo 3 and HDAC3 inhib -2.
For COc1ccc(C(=O)NCCc2c[nH]c3ccccc23)cc1S(=O)(=O)N1CCOCC1 the results were hERG protect -7, KCNK9 inh inactive, KCNQ1 block inactive, GSK3 alpha inh -1, RGS4 pot inactive, KCNK3 inh inactive, GSK3B inh -3, KCNQ1 act inactive, Dyrk1A ADPGlo 4 and HDAC3 inhib 4.
CCOc1ccc(NC(=O)CSc2nnc(C34CC5CC(CC(C5)C3)C4)n2C)cc1 was read as hERG protect -17, KCNK9 inh inactive, KCNQ1 block inactive, GSK3 alpha inh -1, PolyA inh inactive, RGS4 pot inactive, KCNK3 inh inactive, GSK3B inh 1, KCNQ1 act inactive, Dyrk1A ADPGlo -3 and HDAC3 inhib -2.
COc1ccc(-c2nc(CS(=O)CC(=O)NC3CCCCC3)c(C)o2)cc1OC (centres undefined) was read as hERG protect -9, KCNK9 inh inactive, KCNQ1 block inactive, GSK3 alpha inh 0, PolyA inh inactive, RGS4 pot inactive, KCNK3 inh inactive, GSK3B inh 2, KCNQ1 act inactive, Dyrk1A ADPGlo -4 and HDAC3 inhib 0.
Screening CCOc1ccccc1OCc1nn2c(COc3ccccc3)nnc2s1 returned hERG protect -5, KCNK9 inh inactive, KCNQ1 block inactive, GSK3 alpha inh -1, PolyA inh inactive, RGS4 pot inactive, KCNK3 inh inactive, GSK3B inh 5, KCNQ1 act inactive, Dyrk1A ADPGlo 3 and HDAC3 inhib 4.
`Cc1cc2nccc(-c3ccc(Cl)cc3Cl)n2n1` gave hERG protect 4, KCNK9 inh inactive, KCNQ1 block inactive, GSK3 alpha inh -1, PolyA inh inactive, RGS4 pot inactive, KCNK3 inh inactive, GSK3B inh 1, KCNQ1 act inactive, Dyrk1A ADPGlo 4 and HDAC3 inhib -3.
Screening CCOC(=O)c1ccc(N2C(=O)c3n[nH]c(-c4ccco4)c3C2c2cccc([N+](=O)[O-])c2)cc1 (centres undefined) returned hERG protect -8, KCNK9 inh -9.4*, KCNQ1 block inactive, GSK3 alpha inh -1, PolyA inh inactive, RGS4 pot inactive, KCNK3 inh inactive, GSK3B inh 0, KCNQ1 act inactive, Dyrk1A ADPGlo -8 and HDAC3 inhib 6.
Screening CCCCCC(=O)Nc1c(-c2cccs2)c(=O)c2ccccc2n1C returned hERG protect -13, KCNK9 inh inactive, KCNQ1 block inactive, GSK3 alpha inh 0, PolyA inh inactive, RGS4 pot inactive, KCNK3 inh inactive, GSK3B inh -1, KCNQ1 act inactive, Dyrk1A ADPGlo -5 and HDAC3 inhib 5.
For S=C(Nc1cc(Cl)ccc1Cl)Nn1cnnc1 the results were hERG protect 0, KCNK9 inh inactive, KCNQ1 block inactive, GSK3 alpha inh 7, PolyA inh inactive, RGS4 pot inactive, KCNK3 inh inactive, GSK3B inh -8, KCNQ1 act inactive, Dyrk1A ADPGlo 2 and HDAC3 inhib 1.
`COc1ccc(C(=O)Oc2cccnc2)cc1OC` gave hERG protect 1, KCNK9 inh inactive, KCNQ1 block inactive, GSK3 alpha inh -4, PolyA inh inactive, RGS4 pot inactive, KCNK3 inh inactive, GSK3B inh -3, KCNQ1 act inactive and Dyrk1A ADPGlo -13.
O=C(Nc1ccccc1-c1nc2ccccc2[nH]1)c1sc2ccccc2c1Cl was read as hERG protect -7, KCNK9 inh inactive, KCNQ1 block inactive, GSK3 alpha inh 0, PolyA inh inactive, RGS4 pot inactive, GSK3B inh 0, KCNQ1 act inactive and HDAC3 inhib 4.
CC(O)C(=O)N/N=C/c1cccc(Cl)c1Cl (centres undefined) was read as hERG protect -14, KCNK9 inh inactive, KCNQ1 block inactive, GSK3 alpha inh 3, PolyA inh inactive, RGS4 pot inactive, KCNK3 inh inactive, GSK3B inh 0, KCNQ1 act inactive, Dyrk1A ADPGlo 16 and HDAC3 inhib 1.
Screening COc1ccc(N(CC(=O)NCCC(C)C)C(=O)c2snc(C(=O)NC3CCCCC3)c2N)c(OC)c1 returned hERG protect -7, KCNK9 inh inactive, KCNQ1 block inactive, PolyA inh inactive, RGS4 pot inactive, KCNK3 inh inactive, GSK3B inh 5, KCNQ1 act inactive and Dyrk1A ADPGlo 0.
Screening Cc1cc(-c2[nH]nc3c2C(c2ccsc2)C(C#N)=C(N)O3)c(C)s1 (centres undefined) returned hERG protect -12, KCNK9 inh inactive, KCNQ1 block inactive, GSK3 alpha inh 3, PolyA inh inactive, RGS4 pot inactive, KCNK3 inh inactive, GSK3B inh -9, KCNQ1 act inactive, Dyrk1A ADPGlo 8 and HDAC3 inhib 14.
Screening COc1ccc(-c2cc(NC(=O)c3cncn3-c3ccccc3)ccc2OC)cc1 returned hERG protect -2, KCNK9 inh inactive, KCNQ1 block inactive, GSK3 alpha inh -2, PolyA inh inactive, RGS4 pot inactive, KCNK3 inh inactive, GSK3B inh 4, KCNQ1 act inactive, Dyrk1A ADPGlo -5 and HDAC3 inhib -6.
For C=CCn1c(NCc2ccc3c(c2)OCO3)nc2ccccc21 the results were hERG protect -5, KCNK9 inh inactive, KCNQ1 block inactive, GSK3 alpha inh 1, RGS4 pot inactive, KCNK3 inh inactive, GSK3B inh -6, KCNQ1 act inactive, Dyrk1A ADPGlo 3 and HDAC3 inhib 3.
Screening CN(C)c1ccc(/C=N/N2CCN(Cc3ccccc3Cl)CC2)cc1 returned hERG protect -4, KCNK9 inh inactive, KCNQ1 block inactive, GSK3 alpha inh 2, PolyA inh inactive, RGS4 pot inactive, KCNK3 inh inactive, GSK3B inh 2, KCNQ1 act inactive, Dyrk1A ADPGlo -2 and HDAC3 inhib 1.
Screening Cc1nn2c(N3CCOCC3)cc(C(C)C)nc2c1-c1ccccc1 returned hERG protect -7, KCNK9 inh inactive, KCNQ1 block inactive, GSK3 alpha inh -1, PolyA inh inactive, RGS4 pot inactive, KCNK3 inh inactive, GSK3B inh -4, KCNQ1 act inactive, Dyrk1A ADPGlo 0 and HDAC3 inhib -10.
CCOc1ccc(N2C(=O)CC(SC(=NC)Nc3cccc(OC)c3)C2=O)cc1 (centres undefined) was read as hERG protect -5, KCNK9 inh inactive, KCNQ1 block inactive, GSK3 alpha inh 0, PolyA inh inactive, RGS4 pot inactive, KCNK3 inh inactive, GSK3B inh 2, KCNQ1 act inactive, Dyrk1A ADPGlo -3 and HDAC3 inhib 6.
Screening COc1cc(-c2nc3ccc(C)cn3c2NCc2ccccc2)ccc1SC1CCCCC1 returned hERG protect -25, KCNK9 inh inactive, KCNQ1 block inactive, GSK3 alpha inh -1, PolyA inh inactive, RGS4 pot inactive, KCNK3 inh inactive, GSK3B inh 1, KCNQ1 act inactive, Dyrk1A ADPGlo -2 and HDAC3 inhib -46.
For Nc1nnc(SCC(=O)Nc2ccccc2)s1 the results were hERG protect -9, KCNK9 inh inactive, KCNQ1 block inactive, GSK3 alpha inh -1, PolyA inh inactive, RGS4 pot inactive, KCNK3 inh inactive, GSK3B inh 1, KCNQ1 act inactive, Dyrk1A ADPGlo 6 and HDAC3 inhib -8.
COc1ccc(S(=O)(=O)N2CCOCC2)cc1NC(=O)COc1cccnc1[N+](=O)[O-] was read as hERG protect -5, KCNK9 inh inactive, KCNQ1 block inactive, GSK3 alpha inh 0, PolyA inh inactive, RGS4 pot inactive, KCNK3 inh inactive, GSK3B inh 0, KCNQ1 act inactive, Dyrk1A ADPGlo 0 and HDAC3 inhib -2.
`CCOC(=O)c1c(N)sc2c1C1CCN2CC1` gave hERG protect -2, KCNK9 inh inactive, KCNQ1 block inactive, GSK3 alpha inh 3, PolyA inh inactive, RGS4 pot inactive, KCNK3 inh inactive, GSK3B inh -8, KCNQ1 act inactive, Dyrk1A ADPGlo 2 and HDAC3 inhib 8.
`CC1CC(=O)N(Cc2ccccc2)c2ccccc2N1C=O` (centres undefined) gave hERG protect -10, KCNK9 inh inactive, KCNQ1 block inactive, GSK3 alpha inh 1, PolyA inh inactive, RGS4 pot inactive, KCNK3 inh inactive, GSK3B inh -1, KCNQ1 act inactive, Dyrk1A ADPGlo 10 and HDAC3 inhib -4.
`CCc1ccc(-c2cn3nc(-c4ccccc4)cnc3n2)cc1` gave hERG protect -8, KCNK9 inh inactive, KCNQ1 block inactive, GSK3 alpha inh 1, PolyA inh inactive, RGS4 pot inactive, KCNK3 inh inactive, GSK3B inh 10, KCNQ1 act inactive, Dyrk1A ADPGlo 0 and HDAC3 inhib 1.
For Cc1cc(C)c(OCC(=O)OCC(=O)N2CCN(C(=O)c3ccco3)CC2)c(C)c1 the results were hERG protect -11, KCNK9 inh inactive, KCNQ1 block inactive, GSK3 alpha inh -1, PolyA inh inactive, RGS4 pot inactive, KCNK3 inh inactive, GSK3B inh 0, KCNQ1 act inactive, Dyrk1A ADPGlo 13 and HDAC3 inhib -2.
`O=C(N/N=C/c1cccc(Oc2ccc([N+](=O)[O-])cc2[N+](=O)[O-])c1)c1cncc(Br)c1` gave hERG protect -2, KCNK9 inh inactive, KCNQ1 block inactive, GSK3 alpha inh 0, PolyA inh inactive, RGS4 pot inactive, KCNK3 inh inactive, GSK3B inh 0, KCNQ1 act inactive, Dyrk1A ADPGlo -9 and HDAC3 inhib 2.
For CCOC(=O)N1CCN(Cc2nc3c(c(=O)n(C)c(=O)n3C)n2Cc2cccc3ccccc23)CC1 the results were hERG protect -12, KCNK9 inh inactive, KCNQ1 block inactive, GSK3 alpha inh -3, PolyA inh inactive, RGS4 pot inactive, KCNK3 inh inactive, GSK3B inh -2, KCNQ1 act inactive, Dyrk1A ADPGlo 2 and HDAC3 inhib 9.
